Screening data as filed in PubChem.
COUP-TFII inh: NR2F2 transcriptional activity inhibitors, primary screen, cell-based, luciferase reporter, HEK293T, luminescence; HEK293T NGFI-A luciferase reporter; inhibition, % at 8.6 µM; hit rate 0.7% among 370,000;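 active = inhibition above a per-plate cutoff, mean inhibition of test wells between control levels plus 3 SD, cut at about 38% in these data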;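 also: cells cotransfected with COUP-TFII expression vector driving the NGFI-A reporter; 0% = median of COUP-TF2 test wells and 100% = reporter-only cells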
SRC1 inh: SRC1 coactivator transcriptional activity inhibitors, primary screen, cell-based, luminescence | Nuclear receptor coactivator 1 (Homo sapiens), Q15788 | HEK293 GAL4-SRC1 luciferase reporter | inhibition, % at 3.6 µM | hit rate 0.12% among 360,000 | AID 588354, 2011;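 active = inhibition above the campaign mean plus 3 SD, with each screening campaign given its own cutoff, cut at about 60% in these data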;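 also: 0% = DMSO treated cells and 100% = gossypol at 36 µM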
NR5A2 inv ag: LRH-1 (NR5A2) inverse agonists, primary screen, cell-based, luminescence, HEK293T, StAR-luciferase reporter. LRH-1 transfected, 24 h. AID 602396, 2012. hit rate 0.13% among 360,000. inhibition, % at 3.6 µM;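 active = inhibition above the mean inhibition of all tested compounds plus 3 SD, cut at about 73% in these data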;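 also: 0% = DMSO wells and 100% = reporter-only cells lacking LRH-1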
LMP1 NFkB inh: EBV LMP1-driven NF-kappaB luciferase reporter inhibitors, primary screen, cell-based, luminescence, single point. LMP1-induced NF-kappaB luciferase reporter cells. inhibition, % at 12.5 µM. hit rate 0.69% among 350,000. AID 504558, 2011; in the data active = inhibition above about 41%;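 also: 0% = neutral control wells and 100% = reference inhibitor control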
SRC2 inh: inhibition of GAL4-SRC2 driven luciferase reporter, primary screen, SRC2 inhibitor project, cell-based, luminescence | HEK293 GAL4-SRC2 luciferase reporter | hit rate 0.17% among 370,000 | Nuclear receptor coactivator 2 (Homo sapiens), Q15596 | inhibition, % at 9 µM;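 active = inhibition above the mean inhibition of all tested compounds plus 3 SD, set per campaign, cut at about 52% in these data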;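 also: 0% = DMSO treated cells and 100% = cells given Gossypol at 36 µM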
TLR9-MyD88 block: inhibitors of TLR9-MyD88 association in cells, primary screen, cell-based, CHO, BLA complementation, fluorescence | CCF4 FRET ratio | inhibition, % at 4.98 µM | hit rate 0.21% among 340,000 | AID 504734, 2011;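 active = inhibition above the mean over all tested compounds plus 3 SD, cut at about 21% in these data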;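 also: 0% = DMSO only wells and 100% = clavulanate BLA inhibitor control wells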
Target sequence (Q99836 whole entry, looked up): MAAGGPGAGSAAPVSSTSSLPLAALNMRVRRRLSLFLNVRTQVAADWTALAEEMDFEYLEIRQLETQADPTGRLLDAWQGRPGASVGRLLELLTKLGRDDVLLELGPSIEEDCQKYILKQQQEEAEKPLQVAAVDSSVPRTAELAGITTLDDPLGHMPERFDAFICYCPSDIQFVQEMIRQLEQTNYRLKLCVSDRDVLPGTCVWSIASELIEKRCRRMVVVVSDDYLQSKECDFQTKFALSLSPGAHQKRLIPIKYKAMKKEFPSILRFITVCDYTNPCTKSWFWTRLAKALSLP
Target sequence (Q9NR96 whole entry, looked up): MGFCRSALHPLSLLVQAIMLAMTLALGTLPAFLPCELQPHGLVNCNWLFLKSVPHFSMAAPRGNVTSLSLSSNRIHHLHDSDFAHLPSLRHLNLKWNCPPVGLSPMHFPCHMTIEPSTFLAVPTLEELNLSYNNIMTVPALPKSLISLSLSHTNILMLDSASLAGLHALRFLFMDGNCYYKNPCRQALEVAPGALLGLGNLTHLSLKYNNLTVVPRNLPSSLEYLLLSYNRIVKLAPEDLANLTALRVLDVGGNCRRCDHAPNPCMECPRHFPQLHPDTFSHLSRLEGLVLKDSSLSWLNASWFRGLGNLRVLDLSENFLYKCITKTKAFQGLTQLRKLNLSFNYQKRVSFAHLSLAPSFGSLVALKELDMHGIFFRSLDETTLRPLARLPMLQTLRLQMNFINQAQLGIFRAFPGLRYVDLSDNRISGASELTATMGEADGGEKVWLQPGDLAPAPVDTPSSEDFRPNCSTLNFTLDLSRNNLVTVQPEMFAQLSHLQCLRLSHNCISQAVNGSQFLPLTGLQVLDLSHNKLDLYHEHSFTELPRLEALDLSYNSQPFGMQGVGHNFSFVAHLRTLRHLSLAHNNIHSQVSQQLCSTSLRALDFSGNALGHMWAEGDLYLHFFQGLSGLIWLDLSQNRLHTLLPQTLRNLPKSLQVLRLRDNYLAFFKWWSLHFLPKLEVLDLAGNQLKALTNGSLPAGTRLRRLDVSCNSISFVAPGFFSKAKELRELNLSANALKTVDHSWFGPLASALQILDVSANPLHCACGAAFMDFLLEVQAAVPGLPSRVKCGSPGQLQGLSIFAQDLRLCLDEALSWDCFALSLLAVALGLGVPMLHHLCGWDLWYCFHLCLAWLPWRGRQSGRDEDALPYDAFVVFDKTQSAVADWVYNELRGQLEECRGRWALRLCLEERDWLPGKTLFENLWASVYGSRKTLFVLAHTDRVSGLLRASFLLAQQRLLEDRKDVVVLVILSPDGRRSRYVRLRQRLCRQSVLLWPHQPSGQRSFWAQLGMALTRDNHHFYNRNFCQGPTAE
TRAIL sens C8: viability loss with TRAIL in NB7+C8 cells, primary screen, TRAIL sensitizer project, cell-based, ATPlite luminescence; inhibition (viability loss, TRAIL sensitization), % at 10 µM; hit rate 1% among 360,000; AID 624354, 2012;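 active = compounds causing at least 50% loss of cell viability in the single-dose screen, relative to plate controls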
SRC3 inh: SRC3 coactivator transcriptional activity inhibitors, primary screen, cell-based, luminescence | Nuclear receptor coactivator 3 (Homo sapiens), Q9Y6Q9 | HEK293 GAL4-SRC3 luciferase reporter | inhibition, % at 3.6 µM | hit rate 0.17% among 360,000 | AID 588352, 2011;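 active = inhibition above a per-campaign cutoff, the mean of all compounds plus 3 SD, cut at about 60% in these data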;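 also: 0% = DMSO-treated cells and 100% = gossypol-treated cells at 36 µM; higher means less SRC3-driven luciferase light from the GAL4 reporter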
TWEAK-Fn14 inh: inhibitors of TWEAK-Fn14 signaling, primary screen, luciferase reporter cells, uHTS. TWEAK-stimulated Fn14 reporter cells, luciferase luminescence, 8 h. AID 1159606, 2016. inhibition, % at 10 µM. hit rate 2% among 360,000; in the data active = inhibition above about 50%
TROY signal inh: inhibitors of TROY-driven NF-kB signaling, primary screen, Q293 LMP1-TROYcd cells, NF-kB luciferase, uHTS | AID 1347056, 2019 | hit rate 0.98% among 360,000 | Q293 LMP1-TROYcd NF-kB luciferase reporter, 4 h | inhibition, % at 10 µM;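 active = compounds whose plate-normalised and pattern-corrected inhibition of the luciferase reporter signal at the single screening dose is 50% or more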
NOD2-RIPK2 inh: NOD2-RIPK2 binding disruptors in cells, primary screen, fluorescence, CHO cells, BLA complementation; Receptor-interacting serine/threonine-protein kinase 2 (Homo sapiens), O43353; CCF4 ratio; inhibition, % at 4.98 µM; hit rate 0.38% among 360,000; AID 624267, 2012; in the data active = inhibition above about 21%;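 also: 0% = vehicle only and 100% = reference blocker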
The depositor's hits bear a star; / = no result given. A portion of the library; rates above refer to the full screens.

Molecule,NOD2-RIPK2 inh,TROY signal inh,LMP1 NFkB inh,TLR9-MyD88 block,SRC2 inh,SRC1 inh,TWEAK-Fn14 inh,NR5A2 inv ag,TRAIL sens C8,COUP-TFII inh,SRC3 inh
O=C1CC(Cc2ccccc2)C(=O)N1c1ccccn1 (configuration not stated),-3.9,12.8,5.2,-8.2,-14.0,16.9,3.4,-8.1,-9.6,6.9,-2.6
N#C/C(=C\c1ccc[nH]1)S(=O)(=O)c1ccccc1,-3.3,4.8,7.4,-5.6,/,14.1,26.8,16.7,6.1,/,-5.6
COc1ccc(OC(C)C(=O)N2CCC(C)CC2)cc1 (configuration not stated),0.7,-6.8,-0.5,7.4,-10.4,0.3,-4.3,0.3,-8.5,-9.9,11.2
COc1ccccc1NC(=O)C(C)OC(=O)c1nc2nc(C)cc(C)n2n1 (configuration not stated),4.1,-5.9,-10.5,3.4,6.0,-5.2,7.8,-0.9,-13.1,7.9,-1.5
Cc1nc(NC(=O)CC(C)C)sc1-c1csc(Nc2ccc(Cl)cc2)n1,-7.7,-18.8,-5.7,-4.1,-4.3,-13.8,-14.7,12.6,5.9,-3.6,7.7
O=c1cc(SCc2ccc(Cl)cc2Cl)nc[nH]1,-14.2,-6.8,2.2,-9.9,-27.2,-4.9,-8.3,-0.4,0.7,12.1,3.7
O=C(Cn1c(=O)[nH]c2ccccc2c1=O)Nc1cccnc1,1.0,-0.8,1.4,-2.9,-23.4,-10.7,3.6,-5.4,-0.9,-20.6,11.4
CCNC(=S)NS(=O)(=O)c1ccccc1,5.1,-4.7,0.2,1.9,6.7,0.5,-4.1,-0.1,-3.8,1.1,-6.6
Cn1c(=O)c2c(nc(CN3CCN(c4ccccc4F)CC3)n2CCCc2ccccc2)n(C)c1=O,-9.6,2.8,-8.7,1.6,-13.7,10.2,-20.2,2.5,4.9,2.4,9.2
O=C(CSCc1ccc(F)cc1)NCc1ccco1,-10.2,-18.4,2.3,-8.8,4.6,-17.7,-10.7,-22.4,12.3,8.1,5.8
Cc1ccc(NC2=NC(c3ccc(F)cc3)n3c(nc(C)cc3=O)N2)c(C)c1 (configuration not stated),-8.4,1.5,-2.1,-7.5,-16.0,0.6,6.4,11.0,-4.0,8.9,9.9
Cc1ccc2cc(CN(Cc3ccco3)C(=S)NCC3CCCO3)c(=O)[nH]c2c1C (configuration not stated),-0.7,-5.5,-6.6,0.7,-11.1,1.1,6.6,-16.8,-0.9,7.2,5.2
CCn1c2c(c(=N)c3ccccc31)CCC2,14.2,-8.0,1.9,-2.9,12.4,-5.8,-4.0,8.6,7.5,6.7,13.8
CC(C)C(=O)Nc1ccc(NC(=O)c2ccc(COc3ccccc3)cc2)cc1,4.8,4.5,-19.5,-2.0,-10.3,-29.4,-27.9,-12.9,0.7,-5.5,1.1
CC1(C(=O)O)CCCN(C(=O)c2ccc(OC(F)F)cc2)C1 (configuration not stated),-20.0,13.9,/,/,-24.2,-4.5,18.4,11.7,-0.8,-5.8,11.2
CC(C)(C)c1ccc(-n2ncc3c2CCCC3NC(=O)c2ccco2)cc1 (configuration not stated),4.5,16.8,-8.2,-4.5,19.0,9.4,13.7,-13.3,17.6,18.4,9.0
CNC(=O)c1[nH]cnc1C(=O)N[C@@H](CC(C)C)C(=O)OCc1ccccc1,1.0,21.8,3.3,-0.2,6.5,2.6,12.5,-5.3,-6.0,6.7,7.3
O=C1CC(=O)N(Cc2cccs2)C(=O)N1,-8.6,8.0,-4.9,-4.6,14.4,0.9,7.0,-11.0,-3.8,21.6,-3.6
CC(C)c1cc(Cn2c3ccccc3c(=O)n2C(C)Cn2cc(CCc3ccccc3)nn2)on1 (configuration not stated),1.8,/,/,/,11.4,/,/,-10.1,-0.1,2.9,/
O=C(NCCCN1C(=O)c2ccccc2C1=O)OCc1ccccc1,-0.9,-12.1,-2.6,-6.2,7.4,7.8,-9.1,-11.3,-12.9,2.4,-2.8
CN(C(=O)CSc1ncccn1)C1CCS(=O)(=O)C1 (configuration not stated),4.8,1.3,7.3,-11.1,5.7,1.1,0.7,22.9,-8.7,-9.4,15.4
CCC(CCC(=O)Nc1cccc([N+](=O)[O-])c1)C(=O)O (configuration not stated),-2.6,-5.5,-0.6,-6.8,-29.6,0.3,6.4,8.7,-20.7,2.9,18.1
COc1ccc(C(c2nnnn2CCc2ccccc2)N2CCN(C3CCCC3)CC2)cc1 (configuration not stated),-0.4,-1.7,-22.4,7.6,2.5,4.3,4.0,3.7,9.5,5.3,10.2
Cc1ccc(C)c(NC(=O)c2nnn(Cc3ccccc3C)c2N)c1,7.9,4.2,-9.5,9.1,-10.6,4.6,-7.6,-1.2,0.2,20.2,9.2
O=C(CNC(=O)c1ccco1)N=Nc1c(O)[nH]c2ccc(Br)cc12,-18.7,-39.9,1.7,-8.6,-7.0,13.7,5.0,7.2,-11.8,19.8,2.3
COc1ccc(C=O)cc1Cn1c(C)cc(C)c(C#N)c1=O,-1.2,16.7,1.3,4.4,-12.8,-9.2,6.9,-7.5,-12.4,11.5,15.5
O=S(=O)(NCc1ccccc1)c1cccc2nonc12,-7.0,8.2,0.8,8.2,1.0,0.4,-5.0,13.0,-9.5,-0.5,0.3
CCOC1=C2[C@@H](CN(S(=O)(=O)c3ccc(C)cc3)[C@H]2c2ccccc2F)[C@H]2C(=O)N(c3ccccc3)C(=O)[C@H]2C1,-5.7,-4.7,/,/,-3.8,13.1,13.1,8.0,14.3,9.2,4.2
Cc1cc(N2CCN(C/C=C/c3ccccc3)CC2)n2ncnc2n1,-11.5,13.8,15.5,6.7,-22.0,-1.8,0.2,20.9,1.9,39.8*,24.1
CSc1ccc(C(=O)Nc2cc(S(=O)(=O)N3CCOCC3)ccc2N2CCOCC2)cc1[N+](=O)[O-],1.1,7.1,-5.8,2.1,-20.7,7.3,-25.6,-1.1,5.7,2.6,-9.1
O=C(Nc1ccc(Br)cc1)NC1CCCCCCC1,2.9,-5.8,-81.0,-16.6,-53.2,-82.6,-21.1,-133.5,33.5,-47.3,-85.4
Cc1ccc2cc(C)c(SCC(=O)NCC3CCCO3)nc2c1 (configuration not stated),-5.7,1.2,-6.6,3.9,-2.9,-9.2,1.1,1.9,-1.8,-0.1,-0.5
N=c1c2c(ncn1CCCO)Oc1ccc3ccccc3c1C2c1ccccc1 (configuration not stated),-3.6,-10.3,/,/,4.0,-2.4,-13.9,-4.5,13.5,-1.8,10.2
Cc1nc2ccc(Cl)cc2c(-c2ccccc2F)c1CC(=O)O,-22.9,11.9,-5.4,-0.8,-29.2,13.3,8.8,20.9,12.9,-4.0,-0.1
O=C(O)C1CCCCC1C(=O)NCCc1ccc(F)cc1 (configuration not stated),0.7,15.5,0.2,0.6,-22.4,-4.4,-13.9,-11.3,-5.5,10.9,10.9
O=C(NCC1CCOCC1)c1ccc(-c2ccc(F)c(F)c2)c2ccoc12,5.8,15.3,/,/,15.0,12.7,-7.1,-19.1,-6.2,30.6,-19.6
CCN(C(=O)Cc1ccc(NC2=NC3CS(=O)(=O)CC3S2)cc1)c1ccccc1 (configuration not stated),-1.0,3.3,7.1,0.0,-3.1,-6.8,5.4,-9.8,0.5,2.6,-13.2
Cc1ccc(N(CC(=O)Nc2ccc(C)cc2C)S(=O)(=O)N2CCCC2)cc1,-11.8,-35.7,-6.9,-11.5,19.1,5.9,-1.9,27.9,2.8,6.7,5.5
COCCCNC(=O)Cn1ncc2ccsc2c1=O,11.5,2.6,-4.3,-3.3,-12.1,-19.3,8.4,-1.8,2.7,1.7,-12.8
COc1cc(CNC(=O)c2cc(-c3ccc(F)cc3C)n[nH]2)cc(OC)c1,-1.3,5.7,/,/,-12.1,-13.2,-3.1,9.4,-10.0,5.5,8.0
Cc1ccccc1COCCN1CCN(S(=O)(=O)c2ccccc2)CCC1=O,-1.9,-21.0,4.1,0.9,-0.6,5.1,-0.9,-2.1,16.0,-0.3,-9.5
Cc1cc(C)nc(N(C#N)CCOc2ccc(Cl)cc2)n1,-8.0,-8.9,2.5,0.8,14.3,10.2,-28.7,-0.7,-7.6,-12.9,23.7
O=C(C[n+]1cc(-c2ccccc2)n2c1CCC2)Nc1nc(-c2ccc(F)cc2)cs1,-8.2,-8.6,-2.1,0.6,-13.4,-4.8,18.2,-1.0,2.8,-10.9,12.4
CCOC(=O)CSC1=C(C#N)C(c2ccc(C)cc2)C2=C(CCCC2=O)N1 (configuration not stated),-3.3,23.8,-2.7,-7.1,5.1,-0.7,13.4,-15.5,0.3,15.9,1.8
CCOC(=O)C1C(=O)CC(C)(O)C(C(=O)OCC)C1/C=C/c1ccccc1 (configuration not stated),-4.1,9.8,-11.0,-10.8,11.0,11.9,9.2,16.6,-4.2,-0.3,14.7
Cc1cccc(C)c1NS(=O)(=O)c1cc2c3c(c1)CCN3C(=O)CC2,-2.8,7.2,-3.2,-37.0,-2.2,5.2,-7.6,23.5,13.0,8.5,-8.5
Cc1ccccc1OCC(=O)NCCc1nc2ccccc2[nH]1,-8.0,-14.0,-1.4,-1.4,-23.9,0.1,0.0,17.8,-6.4,0.0,8.6
O=C(O)CCCC(=O)N1CCOCCOCCOCCOCC1,-3.5,-0.4,-1.4,-3.5,4.6,-95.5,-10.0,11.4,-39.4,5.7,5.3
O=C(NCCc1ccccc1)c1cccc(N2CCCC2=O)c1,-3.9,61.9*,25.8,1.1,/,-81.9,82.7*,-100.8,12.9,/,-97.4
COC(=O)c1c(NC(=O)Cn2cnc([N+](=O)[O-])n2)sc2c1CCC(C)C2 (configuration not stated),-25.1,14.9,10.5,-3.5,3.4,-10.4,-3.8,-4.5,-7.9,-6.3,8.0
COCC(C)n1c(C)cc(C(=O)COC(=O)CN=C2NS(=O)(=O)c3ccccc32)c1C (configuration not stated),2.2,7.1,0.7,-10.0,5.5,-2.6,0.2,3.9,-3.7,-9.9,6.7

Record cards (already shown). Order of values: NOD2-RIPK2 inh, TROY signal inh, LMP1 NFkB inh, TLR9-MyD88 block, SRC2 inh, SRC1 inh, TWEAK-Fn14 inh, NR5A2 inv ag, TRAIL sens C8, COUP-TFII inh, SRC3 inh
O=C(O)CCCC(=O)N1CCOCCOCCOCCOCC1 is entered as -3.5, -0.4, -1.4, -3.5, 4.6, -95.5, -10.0, 11.4, -39.4, 5.7, 5.3
O=C(NCCc1ccccc1)c1cccc(N2CCCC2=O)c1 is entered as -3.9, 61.9*, 25.8, 1.1, /, -81.9, 82.7*, -100.8, 12.9, /, -97.4
